F508del corr: F508del CFTR correction, initial screen, CFBE line, single point; CFBE cells, YFP halide quenching; stimulated with forskolin plus potentiator P3; % fluorescence drop versus neutral controls; activity (quench increase), % at 7.58 µM; 350,000 tested, 0.36% active; AID 720511, 2013;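 active = mean added fluorescence quench of at least 8% versus neutral control, with both replicates also reaching 8%; inconclusive = only one of the mean or replicate conditions met; inactive = mean below 8% and not both replicates reaching 8%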;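 also: cells transiently co-express mutant CFTR-F508del with the halide-sensitive YFP; corrector assay measuring rescue of mutant channel to the surface after 24 h compound exposure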
ERp5 block: inhibitors of ERp5-driven insulin aggregation, primary screen, biochemical, turbidity, absorbance 650 nm, single point. inhibition, % at 9.99 µM. 350,000 tested, 0.05% active. Protein disulfide-isomerase A6 (Homo sapiens), Q15084. 90 min;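 active = mean replicate inhibition above about 25%, with every replicate also reaching it, limit read from the data, passing the limit was not always enough; inconclusive = only one of those two criteria met; inactive = neither criterion met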
Target sequence (Q15084 whole entry, looked up): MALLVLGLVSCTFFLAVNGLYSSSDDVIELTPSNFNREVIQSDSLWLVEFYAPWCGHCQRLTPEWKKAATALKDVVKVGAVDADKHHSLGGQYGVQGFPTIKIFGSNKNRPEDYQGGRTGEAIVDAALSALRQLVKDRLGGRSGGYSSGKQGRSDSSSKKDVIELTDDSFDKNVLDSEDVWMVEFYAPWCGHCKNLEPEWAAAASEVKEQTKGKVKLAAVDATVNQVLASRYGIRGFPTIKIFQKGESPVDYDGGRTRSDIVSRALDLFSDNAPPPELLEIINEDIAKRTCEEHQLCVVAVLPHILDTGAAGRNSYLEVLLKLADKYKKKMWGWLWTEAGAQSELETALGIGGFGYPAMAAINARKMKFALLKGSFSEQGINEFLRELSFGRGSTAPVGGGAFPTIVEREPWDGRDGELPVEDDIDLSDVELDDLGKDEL
DENV2 CPE: inhibitors of DENV2 cytopathic effect, primary screen, cell-based, plate reader, single concentration; DENV2-infected cells, cytopathic effect rescue; CPE inhibition, % at 9.99 µM; 350,000 tested, 1.7% active; in the data active = CPE inhibition above about 20%, passing the limit was not always enough; inconclusive = no clear call, values can overlap the other calls; tested in BHK-21 cells;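 also: 0% = median of neutral control wells and 100% = median of positive control wells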
Casp6 inh: human caspase-6 inhibitors, primary screen, biochemical, VEID-R110 fluorescence, single point, set 2. purified caspase-6, Z-VEID-R110 cleavage fluorescence. inhibition, % at 12.5 µM. 350,000 tested, 0.53% active;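 active = mean inhibition across replicates at least about 35%, with every replicate also reaching that limit, limit read from the data; inconclusive = only one of the two criteria met; inactive = neither criterion met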;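 also: 0% = median of neutral control wells and 100% = no fluorescence left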
Target sequence (P55212 24-179 limits assumed): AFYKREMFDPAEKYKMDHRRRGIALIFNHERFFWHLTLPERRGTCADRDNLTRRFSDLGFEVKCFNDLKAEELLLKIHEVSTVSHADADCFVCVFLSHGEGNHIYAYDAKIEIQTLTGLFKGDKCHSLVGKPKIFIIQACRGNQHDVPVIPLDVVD
Target sequence (P55212 194-293 limits assumed): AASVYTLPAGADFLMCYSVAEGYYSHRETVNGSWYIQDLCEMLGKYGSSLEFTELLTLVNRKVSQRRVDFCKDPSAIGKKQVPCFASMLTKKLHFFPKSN
SIRT5 block: SIRT5 desuccinylase inhibitors, primary screen, biochemical, fluorescence imaging, single point, set 5; NAD-dependent protein deacylase sirtuin-5, mitochondrial (Homo sapiens), Q9NXA8; Purified SirT5, succinyl-peptide AMC, trypsin-coupled fluorescence; inhibition, % at 15 µM; 330,000 tested, 1.1% active; AID 652115, 2013; in the data active = inhibition above about 15%; inconclusive = no clear call, values can overlap the other calls
Target sequence (Q9NXA8 whole entry, looked up): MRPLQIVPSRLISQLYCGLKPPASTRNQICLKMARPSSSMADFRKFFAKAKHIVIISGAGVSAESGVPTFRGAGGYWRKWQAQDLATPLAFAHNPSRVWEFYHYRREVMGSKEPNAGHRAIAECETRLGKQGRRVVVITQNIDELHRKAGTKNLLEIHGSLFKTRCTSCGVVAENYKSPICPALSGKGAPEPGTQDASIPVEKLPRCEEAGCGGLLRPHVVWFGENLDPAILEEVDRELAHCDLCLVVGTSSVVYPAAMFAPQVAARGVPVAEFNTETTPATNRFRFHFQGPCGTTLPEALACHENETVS
ERAP1 HTS inh: human ERAP1 aminopeptidase inhibitors, primary screen, biochemical, single point, plate reader | inhibition, % at 10.7 µM | 340,000 tested, 0.15% active | recombinant ERAP1, Leu-AMC fluorescence, 60 min | Endoplasmic reticulum aminopeptidase 1 (Homo sapiens), Q9NZ08;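 active = mean replicate inhibition of at least 30%, or all replicates individually reaching that 30% level; inactive = mean below 30% and not every replicate reaching it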;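 also: 0% = neutral control wells and 100% = L-leucinethiol positive control wells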
miR-122 sensor: miR-122 Renilla sensor signal increase in Huh7, primary screen, miR-122 inhibitor project, cell-based, single point, plate reader; Huh7 miR-122 Renilla luciferase sensor, 48 h; neutral wells = 0, positive control = 100; activation (reporter increase), % at 12.5 µM; 340,000 tested, 0.3% active; AID 602342, 2012;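 active = mean replicate activation score at least 90 and every replicate individually at or above 90; inconclusive = only one of the two criteria met; inactive = neither criterion met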;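 also: higher luciferase means less miR-122 activity so hits act as miR-122 inhibitors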
Starred values were filed as active, the others as inactive; & = joins results of further samples; [ ] = remark or other dose.

For Cn1c(CN2CCN(CCO)CC2)c(C#N)c2ccccc21 the results were F508del corr 0.6, DENV2 CPE -0.9, Casp6 inh 7.5, SIRT5 block -2.4 and ERAP1 HTS inh -2.9.
Screening CC=Cc1ccc2n(c1=O)C[C@@H]1[C@@H](CO)[C@H](C(=O)N3CCCCC3)[C@H]2N1CC1CCCC1 (mixture of isomers) returned F508del corr -0.6, ERp5 block 0.5, DENV2 CPE -4.3, Casp6 inh 3.3, SIRT5 block -4.4, ERAP1 HTS inh 2.9 and miR-122 sensor -3.6[16.7 µM].
Screening COc1ccc(C#Cc2ccc3c(c2)[C@]2(C(=O)N3)[C@H](c3ccc(O)cc3)N3[C@H](c4ccccc4)[C@H](c4ccccc4)OC(=O)[C@H]3[C@@H]2C(=O)N2CCCCCCC2)cc1 returned F508del corr -4.5, ERp5 block 2.2, DENV2 CPE -2.1, Casp6 inh 1.6, SIRT5 block 4.7 and ERAP1 HTS inh -3.3.
Screening CC(C)NC(=O)COC(=O)/C=C/c1ccc(F)cc1 returned F508del corr 1.3, ERp5 block 3.2, Casp6 inh -0.2 and ERAP1 HTS inh 5.6.
For O=C(COC(=O)c1cccc(S(=O)(=O)N2CCCC2)c1)Nc1ccccc1 the results were F508del corr -0.6, ERp5 block -2.1, Casp6 inh 1.5, SIRT5 block -6.9 and ERAP1 HTS inh 0.4.
For Cc1c(C(=O)NCc2ccc3c(c2)OCO3)sc(=O)n1Cc1cccc(F)c1 the results were F508del corr -1.8, ERp5 block -5.5, DENV2 CPE -1.3 and Casp6 inh 0.2.
`CCOc1ccc(C2C(C(=O)c3ccco3)=C(O)C(=O)N2CCN2CCOCC2)cc1` (configuration not stated) gave F508del corr 1.8, ERp5 block -2.2, DENV2 CPE inconclusive, Casp6 inh 3.9, SIRT5 block -1.3, ERAP1 HTS inh 0.6 and miR-122 sensor 2.4.
For CN(CCc1ccccc1)C(=O)c1[nH]c(C(F)(F)F)nc1-c1ccccc1 the results were F508del corr 0.7, ERp5 block -0.5, DENV2 CPE inconclusive, Casp6 inh -1.4, SIRT5 block -5.9, ERAP1 HTS inh 1.6 and miR-122 sensor 2.7.
O=C(N[C@H]1CC[C@H](CCn2cc(-c3ccccc3F)nn2)O[C@@H]1CO)c1ccc2c(c1)OCO2 was read as F508del corr -1.9, ERp5 block 2.2, DENV2 CPE 6.4, Casp6 inh -1.7, SIRT5 block 1.3 and ERAP1 HTS inh 8.0.
Screening O=C(COC(=O)c1ccc([N+](=O)[O-])o1)Nc1nc2ccccc2s1 returned F508del corr 0.7, ERp5 block 2.4, DENV2 CPE -7.0, Casp6 inh 5.7, SIRT5 block 9.4 and miR-122 sensor -3.4.
For COc1ccccc1N1CCN(C(=O)Nc2ccc(F)c(Cl)c2)CC1 the results were F508del corr 2.6, ERp5 block -8.9, DENV2 CPE -2.1, Casp6 inh 0.5, SIRT5 block -7.9 and ERAP1 HTS inh -0.5.
For COCCCNC(=O)C[C@H]1C[C@H](C(=O)N2CCOCC2)[C@@]2(C)c3[nH]c4cc(-c5ccco5)ccc4c3CCN2C1=O the results were F508del corr 0.7, ERp5 block -1.6, DENV2 CPE -3.2, Casp6 inh 0.9, SIRT5 block -10.7, ERAP1 HTS inh -1.3 and miR-122 sensor -2.5.
CCN1CCN(C(=O)c2ccc(Cl)c(S(=O)(=O)N3CCCCCC3)c2)CC1 was read as F508del corr 0.4, ERp5 block -2.5, Casp6 inh 0.3 and ERAP1 HTS inh -3.7.
CCOC(=O)[C@@H](NC(=O)/C=C/[C@H]1O[C@@H](n2cc(C)c(=O)[nH]c2=O)C[C@@H]1O)C(C)C was read as F508del corr 1.4, ERp5 block -1.0, DENV2 CPE -4.5, Casp6 inh -0.5, SIRT5 block -1.4, ERAP1 HTS inh -0.1 and miR-122 sensor -3.0.
Screening O=C(O)C(Cc1c[nH]c2ccccc12)NS(=O)(=O)c1ccc(F)cc1 (configuration not stated) returned F508del corr 2.0, ERp5 block 0.8, DENV2 CPE 20.0, Casp6 inh -0.3, SIRT5 block 0.7, ERAP1 HTS inh 6.4 and miR-122 sensor -9.0.
COc1ccc(S(=O)(=O)N(C)C[C@H]2Oc3ccc(NC(=O)Nc4ccc(C(F)(F)F)cc4)cc3C(=O)N([C@H](C)CO)C[C@H]2C)cc1 was read as F508del corr -0.5, ERp5 block 14.3, DENV2 CPE 8.6, Casp6 inh -1.4, SIRT5 block -1.0, ERAP1 HTS inh -1.2 and miR-122 sensor 135.7*[16.7 µM].
For Cc1ccc2oc(C(=O)N3CCC(O)(c4ccccc4)CC3)c(C)c2c1 the results were F508del corr 3.0, ERp5 block 6.1, DENV2 CPE -0.7, Casp6 inh 3.4, SIRT5 block 1.8, ERAP1 HTS inh 0.2 and miR-122 sensor 22.6.
`Cc1cc(=O)oc2cc(OCC(=O)NC3CCN(Cc4ccccc4)CC3)ccc12` gave F508del corr 0.1, ERp5 block 0.2, DENV2 CPE 3.1, Casp6 inh -6.5, SIRT5 block 10.2, ERAP1 HTS inh 1.0 and miR-122 sensor -4.3.
`CCC(C(=O)NCc1ccco1)n1nc(C)c2c(C)n(-c3ccccc3)nc2c1=O` (configuration not stated) gave F508del corr 0.7, ERp5 block -27.4, DENV2 CPE -1.2, Casp6 inh 1.5, SIRT5 block 5.1, ERAP1 HTS inh 1.5 and miR-122 sensor -1.1.
Screening Cc1[nH]n(-c2ccccc2)c(=O)c1N=Nc1ccccc1C(=O)O returned F508del corr 0.4, ERp5 block -0.7, DENV2 CPE 0.3, Casp6 inh -3.1, SIRT5 block 3.5, ERAP1 HTS inh -0.4 and miR-122 sensor -3.3.
`O=C(CSC1c2ccccc2C(=O)N1c1ccccc1)N1CCOCC1` (configuration not stated) gave F508del corr 3.2, ERp5 block 1.5, DENV2 CPE 5.1, Casp6 inh -7.3, SIRT5 block 0.7, ERAP1 HTS inh -0.9 and miR-122 sensor -3.0.
For CC(CC(=O)NCc1ccc(Cl)cc1)S(=O)(=O)c1ccc2c(c1)NC(=O)CO2 (configuration not stated) the results were F508del corr 3.0, DENV2 CPE 8.1, Casp6 inh 1.5, SIRT5 block -5.2, ERAP1 HTS inh 1.6 and miR-122 sensor 1.1.
Screening C[C@H](CO)N1C[C@H](C)[C@@H](CN(C)C(=O)Nc2ccc(F)cc2)Oc2ccc(NC(=O)Cc3ccccc3)cc2C1=O returned F508del corr 4.0, ERp5 block 3.9, DENV2 CPE inconclusive, Casp6 inh 1.1, SIRT5 block -7.9, ERAP1 HTS inh -1.6 and miR-122 sensor 6.3[16.7 µM].
Screening CCCC(=O)N1CCC2(CC1)CN(C(=O)c1ccc(F)cc1)[C@@H](CO)c1[nH]c3cc(OC)ccc3c12 returned F508del corr -2.1, ERp5 block -1.8, DENV2 CPE -7.1, Casp6 inh 1.5, SIRT5 block -0.2 and ERAP1 HTS inh -0.4.
`COc1ccccc1C#Cc1ccc([C@H]2[C@@H](C#N)N(C(=O)C3CCC3)[C@@H]2CO)cc1` gave F508del corr 0.2, ERp5 block -0.4, DENV2 CPE -11.0, Casp6 inh -1.0, SIRT5 block 4.3 and ERAP1 HTS inh 0.0.
For CC(=O)N1CCN(C(=O)c2ccc(OC3CCN(CCc4ccccc4)CC3)cc2)CC1 the results were F508del corr -1.1, ERp5 block -9.7, DENV2 CPE -4.6, Casp6 inh -2.0, SIRT5 block 0.8 and ERAP1 HTS inh -1.2.
`CCc1nnc(NS(=O)(=O)c2ccc(N/C=C/C(=O)c3ccc(OC)cc3)cc2)s1` gave F508del corr -1.9, ERp5 block -0.7, DENV2 CPE 0.2, Casp6 inh 8.1, SIRT5 block 2.6, ERAP1 HTS inh -5.6 and miR-122 sensor 27.3.
`C[C@H](CO)N1C[C@H](C)[C@H](CN(C)C(=O)Nc2ccc3c(c2)OCO3)Oc2ccc(NS(=O)(=O)c3cn(C)cn3)cc2CC1=O` gave F508del corr 0.3, ERp5 block -1.3, DENV2 CPE 18.0, Casp6 inh -1.2, SIRT5 block -0.6, ERAP1 HTS inh 0.0 and miR-122 sensor 6.1[16.7 µM].
`C=CCOC(=O)[C@H]1[C@@H]2C(=O)O[C@@H](c3ccccc3)[C@@H](c3ccccc3)N2[C@@H](c2ccc(OCCOC(=O)[C@H]3C[C@H]4C(=O)N5CCC[C@H]5C(=O)N4[C@H]3c3cccc(OCCO)c3)cc2)[C@]12C(=O)Nc1ccccc12` gave F508del corr 0.6, ERp5 block -1.2, DENV2 CPE -4.3, Casp6 inh 1.7, SIRT5 block -0.1 and ERAP1 HTS inh 1.6.
NCC(=O)NCC(=O)NC[C@H]1O[C@@H](n2cnc3c(N)ncnc32)[C@H](O)[C@@H]1O was read as F508del corr -0.8, ERp5 block 4.8, DENV2 CPE -1.1, Casp6 inh -3.1, SIRT5 block -3.8, ERAP1 HTS inh 0.5 and miR-122 sensor 5.2.
For O=C(Nc1ccc(-c2csc(Nc3ccccc3)n2)cc1)c1ccccc1 the results were F508del corr 4.5, ERp5 block -5.1, DENV2 CPE 14.4, Casp6 inh -2.1, SIRT5 block -4.7, ERAP1 HTS inh -0.3 and miR-122 sensor -8.9.
Screening O=C(NC1CCCCC1)N[C@@H]1CC[C@H](CC(=O)N2CCOCC2)O[C@H]1CO returned F508del corr -3.9, ERp5 block 3.5, Casp6 inh 0.8, SIRT5 block 3.2 and ERAP1 HTS inh 2.0.
`COc1ccc(/C(O)=C2/C(=O)C(=O)N(c3ncccn3)C2c2ccc(F)cc2)cc1` (configuration not stated) gave F508del corr -1.9, DENV2 CPE -3.4, Casp6 inh 2.7, SIRT5 block -1.1 and ERAP1 HTS inh 4.2.
`Cc1ccc(S(=O)(=O)N2CCC(=O)CC2c2ccccc2)cc1` (configuration not stated) gave F508del corr -0.9, ERp5 block 6.9, DENV2 CPE -4.8, Casp6 inh -2.4, SIRT5 block -4.5 and ERAP1 HTS inh -1.2.
For COc1ccc(NC(=O)c2ccc3ncsc3c2)cc1 the results were F508del corr 4.2, ERp5 block 1.2, DENV2 CPE -1.6, Casp6 inh -5.6, SIRT5 block -7.4, ERAP1 HTS inh 4.1 and miR-122 sensor -1.3.
`O=C(CN1C(=O)/C(=C/c2cccc(Br)c2)SC1=S)N1CCCC1` gave F508del corr 1.2, ERp5 block inconclusive, DENV2 CPE -9.4, Casp6 inh -0.7, SIRT5 block 0.7 and ERAP1 HTS inh -2.2.
CN(C)C(=O)C[C@@H]1CC[C@@H]2[C@@H](COc3ccc(NC(=O)NCc4ccccc4)cc3C(=O)N2C)O1 was read as F508del corr 1.0, ERp5 block 2.3, DENV2 CPE 2.3, Casp6 inh 3.6, SIRT5 block 0.1, ERAP1 HTS inh -4.3 and miR-122 sensor 10.0[16.7 µM].
For C=CCSc1nnc2c(n1)-c1cccc3cccc-2c13 the results were F508del corr 0.1, ERp5 block -4.0, DENV2 CPE inconclusive, Casp6 inh 7.9, SIRT5 block -0.6, ERAP1 HTS inh -0.1 and miR-122 sensor 14.4.
CCCNC(=O)N(C)C[C@H]1Oc2ncc(C#CCc3ccccc3)cc2C(=O)N([C@H](C)CO)C[C@H]1C was read as F508del corr 0.4&-1.5, ERp5 block 21.5&7.2, DENV2 CPE -11.0&3.5, Casp6 inh 2.3&1.5, SIRT5 block -0.5&1.7, ERAP1 HTS inh 6.7&3.4 and miR-122 sensor -4.9.
Screening COc1ccc(/C=N/NC(=O)CCN2CCCCC2c2cccnc2)cc1Cn1cc([N+](=O)[O-])cn1 (configuration not stated) returned F508del corr -5.5, ERp5 block 3.7, DENV2 CPE -3.3, Casp6 inh -1.5, SIRT5 block -0.1 and miR-122 sensor 1.9.

Screening results: PubChem, Broad Institute

Random draw from the library; 4% or so of the library scored in one or more.
